Screening results: PubChem BioAssay, Broad Institute
Cneo AK release – causes C. neoformans cell lysis; adenylate kinase release luminescence, 4 h; normalised: neutral wells 0, clomiphene wells 100; lysis activity, % at 15 µM; 360,000 tested, 0.2% active; AID 651654;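 active = mean lysis activity across replicates of at least 80%, whatever share of replicates individually reach that level; inactive = mean lysis activity below 80%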
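Test system: log-phase Cryptococcus neoformans yeast cells. Input: 5 × 10^6 yeast cells/mL. Medium: fresh YPD growth medium. Doses: single dose. Incubation: static 4 h at 37 °C with compound, 1 h detection. Measured by: luminescent adenylate kinase detection reagent. Read-out: signal increase indicating cell lysis. Benchmarks: Clomiphene.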
Casp6 inh – blocks human caspase-6 cleavage activity; 350,000 tested, 0.53% active; inhibition, % at 12.5 µM; purified caspase-6, Z-VEID-R110 cleavage fluorescence; AID 686996; P55212;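 active = mean inhibition across replicates at least about 35%, with every replicate also reaching that limit, limit read from the data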;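 note: 0% = median of neutral control wells and 100% = no fluorescence left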
Target sequence (P55212 24-179 limits assumed): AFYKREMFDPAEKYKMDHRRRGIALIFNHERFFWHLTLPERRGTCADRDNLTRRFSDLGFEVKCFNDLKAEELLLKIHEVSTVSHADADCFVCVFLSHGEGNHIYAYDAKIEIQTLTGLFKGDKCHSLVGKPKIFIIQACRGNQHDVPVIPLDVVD
Target sequence (P55212 194-293 limits assumed): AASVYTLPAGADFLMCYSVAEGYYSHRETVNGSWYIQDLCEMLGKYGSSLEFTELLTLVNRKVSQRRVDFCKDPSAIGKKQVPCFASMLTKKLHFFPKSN
PAX8 inh HTS – inhibitors of PAX8 transcriptional activity in RMG-I cells; AID 652154; 360,000 tested, 1.2% active; inhibition, % at 12.6 µM; RMG-I TPO-luciferase reporter, SteadyGlo, 24 h;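 active = mean replicate inhibition at least 60% with every replicate also reaching 60%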;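 note: luciferase light reporting Pax8 driven TPO promoter activity; plate controls were median of neutral control wells for no effect and mitoxantrone controls for full effect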
EWS-Fli block – EWS/Fli transcriptional activity inhibition. inhibition, % at 12.6 µM. 350,000 tested, 0.67% active. AID 651661. A673 NR0B1-luciferase reporter, viability-normalised;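 active = mean inhibition of at least 50% after viability correction, with every replicate also passing that limit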;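 note: firefly luciferase signal divided by Alamar Blue viability fluorescence both relative to DMSO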
PGC1a acetyl inh – lowers PGC1a acetylation signal in U2OS cells; AlphaScreen anti-acetyl-lysine; with virally co-expressed GCN5 acetyltransferase; inhibition, % at 15.6 µM; 350,000 tested, 0.17% active;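 active = every replicate shows inhibition of at least 40%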;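 note: 0% = neutral control wells and 100% = positive control wells; some results beyond the cut were filed as inactive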
LGR2 inh – inhibitors of bursicon-induced Drosophila LGR2 receptor cAMP signaling; inhibition, % at 9.99 µM; 380,000 tested, 0.35% active; AID 720647; HEK293 LGR2, CRE-luciferase, bursicon-stimulated, 4 h;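 active = drop in luminescence signal, shown as inhibition above about 50% in the replicate tests, limit read from the data, passing the limit was not always enough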;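 note: agonist challenge used bursicon conditioned medium at about half maximal strength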
miR122 inh – inhibitors of miR-122 in Huh7 cells; activation (reporter increase), % at 12.5 µM; Huh7 miR-122 Renilla luciferase sensor, 48 h; neutral wells = 0, positive control = 100; 340,000 tested, 0.3% active;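 active = mean replicate activation score at least 90 and every replicate individually at or above 90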;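 note: higher luciferase means less miR-122 activity so hits act as miR-122 inhibitors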
FN deposit inh – fibronectin deposition inhibition. AH1F fibroblasts, Alexa488-fibronectin deposition fluorescence, overnight. inhibition, % at 12.6 µM. 350,000 tested, 0.086% active. AID 743247;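 active = mean inhibition across replicates of 30% or more, regardless of how many single replicates reach that level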;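 note: positive control wells lacked labelled fibronectin entirely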
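Material – AH1F fibroblast monolayer, labelled fibronectin deposition · Reagent – labelled fibronectin 24 nM · Timing – 1 h adhesion, overnight exposure · Measured by – fluorescence at 485 nm excitation, 525 nm emission · Read-out – inhibition of fibronectin deposition signal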
* = called active by the depositor; . = no result given; [ ] = another dose, or the depositor's remark. The order is random; any-hit rate near 2.5%.

SMILES | Cneo AK release | Casp6 inh | PAX8 inh HTS | EWS-Fli block | PGC1a acetyl inh | LGR2 inh | miR122 inh | FN deposit inh
O=C(OCc1ccccc1)N1CCCC2CC1c1ccccc12 (centres undefined) | -3 | 54* | -5 | 1 | -12 | -7 | 26 | 1
O=C(Nc1ccc(Br)cc1C(=O)O)c1ccc2c(c1)C(=O)N(Cc1ccccc1)C2=O | 0 | 4 | -10 | 7 | . | 7 | -6 | 8
CCCNC(=O)Nc1ccc2c(c1)C(=O)N(C)C[C@H](OC)[C@@H](C)CN(C(=O)C1CCC1)[C@H](C)CO2 | 1 | 2 | -18 | 1 | . | 19 | 5[16.7 µM] | 7
Cc1ccc(C)c(NC(=O)C2(C)CCN2C(=O)C(C)C)c1 (centres undefined) | -1 | 11 | -5 | 0 | -1 | -12 | -6 | -1
CS(=O)(=O)Nc1ccc(C(=O)Nc2ccc3ccccc3c2)cc1 | -9 | -3 | -42 | -105 | -6 | -59 | 17 | 6
Cc1ccc(Nc2ccc(C(=O)O)cc2[N+](=O)[O-])cc1 | . | 3 | -12 | 3 | . | -1 | . | -10
CCN(CC(=O)NCc1cccs1)c1ccc(S(=O)(=O)N2CCN(C)CC2)cn1 | 0 | 2 | -1 | -5 | 5 | -7 | -1 | -7
O=C(Nc1ccccn1)C(=O)N1CCCCC1 | -7 | . | . | . | 9 | . | -5 | -13
Cc1cc(NC(=O)CN2CCC(n3nnc4cc(C(F)(F)F)ccc43)CC2)no1 | -1 | 0 | . | 16 | 7 | 2 | -5 | .
O=C1CC(N2CCN(c3ccccc3)CC2)C(=O)N1c1cccc(Cl)c1 (centres undefined) | -3 | 1 | -5 | 3 | 6 | 8 | 1 | 5
COc1ccc(CNC(=O)C2CCN(S(C)(=O)=O)CC2)cc1 | . | 1 | -1 | 0 | 0 | 25 | 3 | 9
C=CCOc1ccc(/C=C/C(=O)OCC(=O)NCC2CCCCC2)cc1 | -1 | 6 | -22 | 6 | . | 9 | -8 | 7
COc1ccc(CNC(=O)CN(Cc2ccc(OC)cc2)C(=O)c2csnn2)cc1 | . | 0 | 1 | 1 | -11 | -3 | . | .
COc1cc(NC(=O)Cn2c([N+](=O)[O-])cnc2C)c(OC)cc1Cl | 1 | -1 | 6 | 18 | . | 4 | 0 | 0
COC(=O)C[C@@H]1CC[C@@H]2[C@@H](COc3ccc(NC(=O)Nc4cccc(Cl)c4)cc3C(=O)N2C)O1 | -2 | 1 | 15 | 77* | -1 | 11 | -2[16.7 µM] | -1
Cc1ccc(C)c(N(CC(=O)NCCc2ccccc2)C(=O)CCC(=O)Nc2ccccn2)c1 | -1 | -1 | 26 | 3 | -5 | -2 | 4 | 1
CCCNC(=O)[C@H]1[C@H](CO)[C@H]2Cn3c(ccc(-c4ccc(F)cc4)c3=O)[C@H]2N1C | 11 | 2 | -1 | -4 | . | -6 | 2[16.7 µM] | .
O=C1COc2ccc(C(=O)COC(=O)c3ccc(Cl)cc3[N+](=O)[O-])cc2N1 | 3 | -5 | 7 | 3 | . | 1 | . | 1
CC(C)NC(=O)N(C)C[C@@H]1OCc2ccccc2-c2ccccc2C(=O)N([C@@H](C)CO)C[C@H]1C | -3 | 0 | . | -9 | -1 | 6 | . | -4
COc1ccc(OC)c(CCNC(=O)c2ccccc2NC(=O)C2=C(C)OCCS2)c1 | 1 | 8 | 25 | -1 | -17 | 9 | 5 | -6
Cc1cc(Cl)ccc1OCCCC(=O)N1CCN(C)CC1 | -3 | . | . | . | -1 | . | -2 | 7
CN=C(NC#N)SCC(=O)c1ccc(Cl)cc1Cl | -1 | . | . | . | 8 | 13 | 15 | .
O=c1ccn([C@@H]2O[C@H](CNS(=O)(=O)C3CC3)[C@@H](O)[C@H]2O)c(=O)[nH]1 | 13 | 17 | 3 | -3 | 2 | -16 | -2 | 3
N#Cc1nc(N)nc(N(c2ccccc2)c2ccccc2)n1 | -6 | . | . | . | 15 | . | -1 | -4
NC(=O)NC(=O)COC(=O)CCCSc1nc2ccccc2s1 | 0 | -1 | 32 | 29 | 7 | -5 | 3 | -2
CNC(=O)Nc1ccc2nc(C)sc2c1 | . | 2 | -28 | -17 | . | 8 | . | .
Cc1ccc(NC(=O)C(=O)NNC(=O)c2ccccc2C)cc1Cl | -1 | . | -1 | . | 6 | . | -1 | 7
COc1ccc2c3c(n(C)c2c1)[C@@H](CO)N(CC1CC1)CC31CN(C(=O)CC2CC2)C1 | . | -2 | . | 5 | -3 | -26 | . | 3
COc1ccc(C(C)(O)c2nc(-c3ccc(C)c(C)c3)cs2)cc1 (centres undefined) | -3 | 0 | 9 | 7 | -15 | -3 | -1 | 2
Cc1nn(CCCC(=O)Nc2c(F)cc(F)cc2Br)c(C)c1[N+](=O)[O-] | . | -2 | 10 | 3 | . | -2 | . | 2

Structures from the list above that have a cyano group:
SMILES | Cneo AK release | Casp6 inh | PAX8 inh HTS | EWS-Fli block | PGC1a acetyl inh | LGR2 inh | miR122 inh | FN deposit inh
CN=C(NC#N)SCC(=O)c1ccc(Cl)cc1Cl | -1 | . | . | . | 8 | 13 | 15 | .
N#Cc1nc(N)nc(N(c2ccccc2)c2ccccc2)n1 | -6 | . | . | . | 15 | . | -1 | -4

Next section
SMILES | Cneo AK release | Casp6 inh | PAX8 inh HTS | EWS-Fli block | PGC1a acetyl inh | LGR2 inh | miR122 inh | FN deposit inh
C[C@@H]1CN([C@@H](C)CO)C(=O)c2cccc(NS(C)(=O)=O)c2O[C@@H]1CN(C)Cc1ccccc1 | -5 | 0 | 1 | 2 | -1 | 10 | -3[16.7 µM] | .
CCOC(=O)C1(C)/C(=N/Nc2ccccc2)C(=O)C(=O)N1c1ccccc1 (centres undefined) | -1 | . | -13 | . | 1 | . | -1 | 0
CNc1c(NS(=O)(=O)c2ccc(Cl)cc2)c(=O)oc2ccccc12 | -1 | -2 | -3 | -5 | . | 16 | . | 8
C[C@@H](O)C#Cc1cnc2c(c1)C(=O)N([C@@H](C)CO)C[C@H](C)[C@@H](CN(C)C(=O)c1ccccc1F)O2 | -3 | -1 | . | -4 | 9 | 13 | -1[16.7 µM] | .
Cc1cnc(NS(=O)(=O)c2ccc(Cl)cc2)c(Br)c1 | . | 0 | 8 | 4 | . | -2 | . | 12
OCC1(CCOc2ccccc2)CCN(Cc2ccc3c(c2)OCCO3)CC1 | 0 | -1 | 7 | -78 | 2 | -11 | 1 | 8
O=C(COC(=O)c1ccc2c(c1)OCO2)Nc1nc(-c2ccccc2)cs1 | . | -1 | -25 | -33 | -1 | -20 | . | 7
C/C=C/c1ccc2c(c1)O[C@@H](CN(C)C(=O)c1cnccn1)[C@H](C)CN([C@@H](C)CO)S2(=O)=O | -2 | 2 | -12 | 2 | -1 | -1 | 1[16.7 µM] | -2
CC(=O)C1=C(C)NC(SCC(N)=O)=C(C#N)C1CC(C)C (centres undefined) | . | 4 | 5 | 0 | -18 | 7 | -1 | -4
CC(C)(C)NC(=O)c1ccc2c(c1)N(CC(=O)N1CCN(c3ccc(F)cc3)CC1)C(=O)C(C)(C)O2 | -2 | . | . | . | -1 | . | 0 | 2
COc1ccccc1CN1CC(C(=O)NC2(c3ccccc3)CC2)CCC1=O (centres undefined) | -1 | 1 | . | 2 | -2 | 19 | -4 | 11
Cc1ccc(Cl)cc1NC(=O)CN1CCN(C(=O)C2CCCO2)CC1 (centres undefined) | -4 | 6 | -2 | 3 | . | -11 | -2 | .
Cc1nc(NC(C)C)c2cnn(CCc3ccccc3)c2n1 | -7 | . | . | . | 37 | -12 | 4 | .
Cc1ccc(S(=O)(=O)N2CCC(C(=O)OCC(=O)N3C(C)CCCC3C)CC2)cc1C (centres undefined) | 0 | 11 | -22 | 3 | -11 | -9 | -1 | -4
C[C@H]1CN([C@@H](C)CO)C(=O)Cc2cc(N(C)C)ccc2O[C@@H]1CN(C)C(=O)Nc1ccc2c(c1)OCO2 | -10 | 1 | -62 | -9 | -7 | -10 | -3[16.7 µM] | 3
CC1CCN(c2nc3ccccc3n2CC(=O)c2ccccc2)CC1 | . | -1 | 0 | 1 | . | 12 | . | 2
COCc1nn2c(N)c(-c3ccccc3)cnc2c1-c1ccccc1 | -8 | 0 | -39 | -66 | 8 | -70 | 1 | -8
CCCN1CNC(=S)N(c2ccc(C)cc2C)C1 | . | -4 | -15 | 2 | 4 | 0 | . | -7
COc1ccc2ccccc2c1/C=N/N1C(=O)CSC1=S | . | -2 | -4 | -30 | -1 | -11 | . | -7
CN1c2ccc(-c3cccc(F)c3)cc2[C@@H]2[C@@H](CCN2C(=O)c2cccc(F)c2)[C@@H]1CO | . | 1 | . | -24 | . | -1 | . | 17

Four consecutive entries already listed, quoted:
SMILES | Cneo AK release | Casp6 inh | PAX8 inh HTS | EWS-Fli block | PGC1a acetyl inh | LGR2 inh | miR122 inh | FN deposit inh
COCc1nn2c(N)c(-c3ccccc3)cnc2c1-c1ccccc1 | -8 | 0 | -39 | -66 | 8 | -70 | 1 | -8
CCCN1CNC(=S)N(c2ccc(C)cc2C)C1 | . | -4 | -15 | 2 | 4 | 0 | . | -7
COc1ccc2ccccc2c1/C=N/N1C(=O)CSC1=S | . | -2 | -4 | -30 | -1 | -11 | . | -7
CN1c2ccc(-c3cccc(F)c3)cc2[C@@H]2[C@@H](CCN2C(=O)c2cccc(F)c2)[C@@H]1CO | . | 1 | . | -24 | . | -1 | . | 17

Other structures follow.
SMILES | Cneo AK release | Casp6 inh | PAX8 inh HTS | EWS-Fli block | PGC1a acetyl inh | LGR2 inh | miR122 inh | FN deposit inh
N#C[C@H]1[C@H](c2ccccc2-c2cccc(F)c2)[C@@H](CO)N1C(=O)C1CC1 | . | . | . | 6 | 6 | -12 | . | -8
CCCNC(=O)C[C@@H]1C[C@@H]2c3cc(NC(=O)Cc4ccncc4)ccc3O[C@@H]2[C@@H](CO)O1 | 1 | . | 4 | 8 | 0 | -3 | 1[16.7 µM] | -4
COc1ccc(-c2cc3ccccc3oc2=O)cc1NC(=O)c1ccc([N+](=O)[O-])o1 | . | . | . | . | -8 | -15 | -2 | 11
O=C(C[C@@H]1CC[C@@H](NC(=O)c2ccc(F)cc2)[C@@H](CO)O1)NCCc1ccccc1 | 2 | -3 | 2 | 10 | 1 | -16 | -7[16.7 µM] | -1
Cc1ccc(C)c(-n2cc(CNCCCn3cccn3)c(-c3ccccc3)n2)c1 | 7 | -3 | 15 | 22 | -1 | 2 | -6 | 0
CCCCOc1c(C(=O)Nc2ccccc2)nnn1-c1ccccc1 | -1 | -1 | -26 | 0 | 2 | 14 | -3 | 2
CC1CC1c1ccc(/C=C(\C#N)C(=O)Nc2cccc(Cl)c2Cl)o1 (centres undefined) | . | 2 | -26 | -23 | 1 | -47 | 0 | -3
O=C(NCc1ccc(Cl)c(Cl)c1)C1CCCC1 | 1 | 2 | -5 | -3 | 0 | -13 | -2 | 4
O=C(Nc1ccccc1C(=O)N1CCCC1)c1ccc(Cl)c([N+](=O)[O-])c1 | . | 0 | -1 | -3 | -19 | -2 | 1 | -11
CCOC(=O)C1=C(C)N(c2ccc(OCC)cc2)C(=O)/C1=C\c1ccco1 | . | 7 | 2 | -47 | 9 | 20 | . | -5
C=CCc1ccc(OCCCOc2ccc(C)cc2OC)c(OC)c1 | 3 | . | . | . | -10 | -20 | -6 | .
CCCCOc1ccc(C(=O)Nc2ccc(S(=O)(=O)Nc3onc(C)c3C)cc2)cc1 | -4 | 3 | . | -4 | . | -1 | -4 | 5
CCCC(=O)Nc1nnc(S(=O)(=O)N(CC)c2ccc(OC)cc2)s1 | -1 | 0 | 5 | -9 | 6 | 3 | 10 | -1
CC(C)(C)C(=O)Nc1ccc(C(=O)N/N=C/C2CC3C=CC2C3)cc1 (centres undefined) | . | 28 | 4 | -28 | . | 10 | . | 3
